14-3-3 Bad PPI – disrupts binding of bovine 14-3-3 zeta to phospho-Bad peptide. P63103. TR-FRET 14-3-3zeta/Dy647-pBad peptide displacement, 1 h. inhibition, % at 21.7 µM. 220,000 compounds, 0.71% hits. AID 781;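 active means inhibition above about 70%, limit read from the data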;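 further: 0% = full 14-3-3 plus peptide FRET controls and 100% = background without 14-3-3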
Target sequence (P63103 whole entry, looked up): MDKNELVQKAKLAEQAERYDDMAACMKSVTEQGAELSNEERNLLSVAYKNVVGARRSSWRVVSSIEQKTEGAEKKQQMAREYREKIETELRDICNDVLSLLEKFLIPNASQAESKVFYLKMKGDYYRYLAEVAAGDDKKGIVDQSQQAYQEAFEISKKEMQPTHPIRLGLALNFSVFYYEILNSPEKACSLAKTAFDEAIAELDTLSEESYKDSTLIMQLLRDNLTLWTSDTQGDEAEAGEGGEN
TRPN1 ag – agonists of zebrafish TRPN1 channel; HEK293 zebrafish TRPN1-YFP, Fluo-8 calcium fluorescence; 100% = response to 87 µM carbachol; activation, % at 3 µM; 220,000 compounds, 0.18% hits;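 active means activation above its plate's cutoff, the mean activation of test wells on that plate plus 3 SD, cut at about 19% in these data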;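 further: 0% = DMSO alone and 100% = 87 µM carbachol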
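Control set: carbachol 87 µM as high control, DMSO as low control; system: HEK293 stable line with zebrafish TRPN1-YFP; read-out: % activation versus carbachol response; detection: intracellular calcium fluorescence with Fluo-8; doses: single test compound dose, 3 µM nominal, 0.3% DMSO; schedule: dye 1 h 37 °C plus 30 min RT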
CHOP inh – inhibitors of CHOP induction in ER stress response; CHO-K1 CHOP-promoter luciferase, tunicamycin-induced, 15-18 h; inhibition, % at 10 µM; 220,000 compounds, 3.8% hits;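 active means compounds that reduced the stress-induced luciferase reporter signal by more than about 70% of percent inhibition, limit read from the data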;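 further: 0% = tunicamycin plus vehicle and 100% = wells without tunicamycin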
PPC-1+TRAIL kill – PPC-1 cancer cell killing with TRAIL present; PPC-1 cells + TRAIL, ATPLite viability luminescence; 220,000 compounds, 0.41% hits; cell killing (% activity), % at 4 µM;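 active means cell killing above 50% in the first pass at 4 µM, then a duplicate retest at 5 µM averaging 50% or more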;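 further: plate controls were cells with TRAIL plus DMSO for no effect and medium-only wells lacking cells for full effect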
EP2 modulator – modulators of human EP2 prostaglandin E2 receptor; AID 940; P43116; EP2-expressing cells, cAMP HTRF FRET, PGE2 co-stimulation; 260,000 compounds, 0.83% hits; induction, % at 25 µM;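 active means compounds whose cAMP rise, as percent of the full-agonist control response, exceeds 60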;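 further: rat C6 glioma line stably carrying human EP2 under a CMV promoter; the protocol text gives 20 µM as final concentration; 100% = response of wells given 1 µM PGE2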
Target sequence (P43116 whole entry, looked up): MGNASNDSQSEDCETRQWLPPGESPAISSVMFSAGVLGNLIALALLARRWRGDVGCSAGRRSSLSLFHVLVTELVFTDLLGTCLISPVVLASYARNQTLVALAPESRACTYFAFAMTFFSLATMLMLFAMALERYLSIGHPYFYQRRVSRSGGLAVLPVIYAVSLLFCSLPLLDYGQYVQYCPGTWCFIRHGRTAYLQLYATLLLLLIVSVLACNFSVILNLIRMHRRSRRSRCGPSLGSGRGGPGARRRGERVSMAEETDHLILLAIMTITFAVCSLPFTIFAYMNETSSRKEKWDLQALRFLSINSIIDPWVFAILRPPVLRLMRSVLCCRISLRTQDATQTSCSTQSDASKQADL
PGE2 EP2 inh – blocks the human prostaglandin E2 receptor EP2 | C6 glioma cells expressing human EP2, cAMP TR-FRET; cells stimulated with saturating PGE2 | inhibition, % at 25 µM | AID 1422 | 260,000 compounds, 0.52% hits;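 active means percent inhibition above 40 after rounding to a whole number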;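 further: rat C6 glioma host cells with rolipram phosphodiesterase inhibitor present; the protocol text gives 20 µM as final concentration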
TRPML3 ag – agonists of human TRPML3 channel; activation, % at 3 µM; AID 1448; 220,000 compounds, 0.29% hits; Q8TDD5; HEK293 TRPML3-YFP, Fluo-8 calcium fluorescence; 100% = the carbachol control signal;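 active means activation above its plate's cutoff, the mean activation of the plate's test wells plus 3 SD, cut at about 12% in these data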;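 further: 0% = DMSO only wells and 100% = carbachol wells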
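Test system – HEK293 line with stable expression of human TRPML3-YFP channel · Control set – carbachol 87 µM final as high control (100%), DMSO as low control (0%) · Signal – Fluo-8 calcium dye fluorescence, ex 470-495, em 515-575 nm · Incubation – 1-h 37 °C dye load, 5-s basal, 120-s post-compound reads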
NPY-Y1 PAM-ag – potentiators or agonists of human neuropeptide Y receptor Y1; P25929; NPY-Y1 expressing cells, potentiator/agonist activation; activation, % at 3.6 µM; 220,000 compounds, 0.37% hits; in the data active means activation above about 33%, passing the limit was not always enough;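 further: cells stimulated with NPY at EC10 then isoproterenol at EC100; 0% = low agonist plus stimulus and 100% = saturating agonist plus stimulus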
Target sequence (P25929 whole entry, looked up): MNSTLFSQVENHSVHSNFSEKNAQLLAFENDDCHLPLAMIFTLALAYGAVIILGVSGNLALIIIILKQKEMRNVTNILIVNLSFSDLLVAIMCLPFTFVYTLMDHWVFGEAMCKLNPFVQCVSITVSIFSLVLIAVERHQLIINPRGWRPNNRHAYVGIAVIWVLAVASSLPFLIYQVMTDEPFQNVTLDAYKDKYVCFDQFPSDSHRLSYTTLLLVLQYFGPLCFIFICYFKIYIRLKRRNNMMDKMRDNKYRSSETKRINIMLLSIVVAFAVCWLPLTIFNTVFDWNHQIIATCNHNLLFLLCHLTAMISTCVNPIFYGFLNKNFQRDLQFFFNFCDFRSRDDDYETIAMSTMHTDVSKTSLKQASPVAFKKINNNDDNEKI
NPY Y1 blocker – antagonists of human neuropeptide Y receptor Y1. P25929. HEK293-CNG Y1 cells, membrane potential fluorescence; NPY at EC95, then isoproterenol. inhibition, % at 3.6 µM. 200,000 compounds, 1% hits;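 active means inhibition above the campaign mean inhibition of all tested compounds plus 3 SD, cut at about 20% in these data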;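 further: 0% = DMSO wells given NPY plus isoproterenol and 100% = isoproterenol alone without NPY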
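Material: HEK293 Y1/CNG channel cell line; also added: NPY (25 nM), isoproterenol (1 µM), Ro 20-1724 (25 µM); doses: one concentration, 3.6 µM, in 0.4% DMSO; schedule: compound incubation 1 h at room temperature, readout 45 min post-stimulation; technique: membrane potential fluorescence; measure: fluorescence ratio normalized to % inhibition between controls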
* hit, by the source's call; / = no result given; & = joins results of further samples; [ ] = dose if it differs, or a comment. A portion of the library; count on the stated rates, not on these rows.

SMILES	14-3-3 Bad PPI	TRPN1 ag	CHOP inh	PPC-1+TRAIL kill	EP2 modulator	PGE2 EP2 inh	TRPML3 ag	NPY-Y1 PAM-ag	NPY Y1 blocker
COC(=O)c1ccccc1OCCOc1ccccc1C(=O)OC	8	-1.9	5	13	20	15	-0.8	4	5
CSc1ccc(Cc2ccc(Cl)cc2Cl)nn1	0	-1.4	32	8	6	3	-1.5	-5	0
O=C(NCCN1CCOCC1)c1cccn2c(=O)c3c4c(sc3nc12)CCCC4	-2	-1.2	11	8	14	9	-0.4	-7	/
O=C(CCc1nnc(COc2ccccc2)o1)NCc1ccccc1	0	-0.9	3	14	25	9	0.6	14	-1
Cn1c(=O)[nH]c(=O)c2c1nc(N1CCCCCC1)n2CCSc1nc2ccccc2[nH]1	5	2.2	8	9	-47	3	0.9	4	0
CCCCC(=O)N(c1ccc(C)c(C)c1)C1C=CS(=O)(=O)C1 (configuration not stated)	93*	0.8	-21	-8	7	10	0.0	-10	-1
CCN1C(C)=C(C)S/C1=C1\SC(=S)N(NC(C)=O)C1=O	-5	0.5	-7	/	-3	9	0.7	15	7
COc1ccc(/C=N/N=C(\N)c2nonc2N)cc1	-16	-1.4	29	10	0	5	-0.6	12	1
COc1ccc(/C=N/Nc2nnc(Cc3ccc(OC)c(OC)c3)c(=O)[nH]2)cc1	-2[fluorescence artefact?]	0.3	7	15	-7	15	0.4	-6	6
COCc1cc(C)nc(N/N=C/c2ccc(-c3ccc(C(=O)O)c(Cl)c3)o2)c1C#N	6	0.1	14	0	23	17	1.1	8	1
CCCc1ccc(OCC(=O)NNC(=S)NC(=O)c2ccco2)cc1	-23[fluorescence artefact?]	3.0	-18	9	-14	12	0.2	-1	11
Cc1ccc(NC(=O)N(C2CCCCC2)C(C)c2cccnc2)cc1C (configuration not stated)	-13	1.1	46	12	10	10	0.6	14	3
O=C(Nc1nn(Cc2ccc(Cl)cc2)cc1Br)c1ccc(COc2ccccc2Cl)o1	0	0.0	35	5	8	4	0.7	17	1
Cc1ccc(Oc2ncccc2NC(=O)CC2(CC(=O)O)CCCC2)c2c1CCC2	-3	-0.9	-10	12	-24	3	0.6	-2	/
COc1ccc(NC(=O)C2C3C=CC(C3)C2C(=O)NCc2ccco2)c(OC)c1 (configuration not stated)	6[fluorescence artefact?]	0.0	38	9	11	6	0.7	0	4
CCCN(CCC)CC(O)COc1ccc2c(c1)OCO2 (configuration not stated)	-12	-0.5	13	12	28	5	0.8	-3	7
COc1ccc(/C=C(/C#N)C(=O)Nc2cc(C)ccc2C)cc1C(=O)O	5[fluorescence artefact?]	0.5	-12	5	8	/	-0.1	-18	-1
CC(=O)N(CC1CCCO1)C1(C(=O)NC2CCCC2)CCCCC1 (configuration not stated)	-10	-1.0	-7	2	2	10	-0.1	0	1
COc1cccc(OCc2nnc(SCC(=O)N3c4ccccc4Sc4ccc(Cl)cc43)o2)c1	9[fluorescence artefact?]	0.2	25	16	31	7	0.5	-6	11
CC(=O)CCc1ccc(OCCCCN2CCC(Cc3ccccc3)CC2)cc1	9	-1.2	-7	-3	-9	3	1.9	2	10

Quoted at random: seven records from the list.
SMILES	14-3-3 Bad PPI	TRPN1 ag	CHOP inh	PPC-1+TRAIL kill	EP2 modulator	PGE2 EP2 inh	TRPML3 ag	NPY-Y1 PAM-ag	NPY Y1 blocker
COC(=O)c1ccccc1OCCOc1ccccc1C(=O)OC	8	-1.9	5	13	20	15	-0.8	4	5
COc1ccc(NC(=O)C2C3C=CC(C3)C2C(=O)NCc2ccco2)c(OC)c1 (configuration not stated)	6[fluorescence artefact?]	0.0	38	9	11	6	0.7	0	4
COc1ccc(/C=N/N=C(\N)c2nonc2N)cc1	-16	-1.4	29	10	0	5	-0.6	12	1
O=C(NCCN1CCOCC1)c1cccn2c(=O)c3c4c(sc3nc12)CCCC4	-2	-1.2	11	8	14	9	-0.4	-7	/
COCc1cc(C)nc(N/N=C/c2ccc(-c3ccc(C(=O)O)c(Cl)c3)o2)c1C#N	6	0.1	14	0	23	17	1.1	8	1
CC(=O)N(CC1CCCO1)C1(C(=O)NC2CCCC2)CCCCC1 (configuration not stated)	-10	-1.0	-7	2	2	10	-0.1	0	1
COc1cccc(OCc2nnc(SCC(=O)N3c4ccccc4Sc4ccc(Cl)cc43)o2)c1	9[fluorescence artefact?]	0.2	25	16	31	7	0.5	-6	11

Next part
SMILES	14-3-3 Bad PPI	TRPN1 ag	CHOP inh	PPC-1+TRAIL kill	EP2 modulator	PGE2 EP2 inh	TRPML3 ag	NPY-Y1 PAM-ag	NPY Y1 blocker
Cc1nc(-c2ccc(Cl)cc2)sc1C1(C)CC(c2cccc([N+](=O)[O-])c2)=NO1 (configuration not stated)	-4	/	4	-5	-15	11	/	/	/
O=C(CCN1C(=O)C2CC=CCC2C1=O)N1CCN(c2ccccn2)CC1 (configuration not stated)	11	0.7	3	24	25	18	0.8	-1	-5
CC1=C(C#N)C(c2ccccc2)C2=C(N1)c1ccccc1C2=O (configuration not stated)	1	-0.3	-10	9	8	6	0.1	-19	-2
Cc1ccc(S(=O)(=O)N(C)CC(=O)Nc2ccncc2)cc1	-5	0.9	22	25	12	14	1.5	-9	-5
Cc1ccc(-n2c(=O)[nH]c3cc(C(=O)NC4CCN(Cc5ccccc5)CC4)ccc3c2=O)cc1	-16	-0.7	16	4	-6	0	0.5	5	-2
COc1cccc(CN2CCCC(C(=O)N3CCCCC3)C2)c1OC (configuration not stated)	51	-1.4	-13	14	20	1	1.7	-5	8
COC(=O)c1ccc(CSc2cc(C)c3cc(C)cc(C)c3n2)o1	-7	0.8	41	19	33	3	1.1	-26	9
COc1cc(/C=C2\SC(c3ccc(C)cc3)=NC2=O)cc(OC)c1O	-8[fluorescence artefact?]	1.1	58	-1	-16	3	0.7	-29	-4
Cc1ccc(C)c(N2C(=O)c3ccc(C(=O)OCC(=O)c4c(N)n(C)c(=O)n(C)c4=O)cc3C2=O)c1	-15	-0.1	28	17	-10	9	0.9	-20	0
Cc1cccc(C(=O)NC(=S)NNC(=O)Cc2ccccc2)c1	-20	-1.1	20	9	-17	11	0.0	2	3
Cc1ccc(C(=O)Nc2nnc(COc3ccccc3)s2)cc1	4	-0.7	5	-4	13	11	0.6	-10	5
CCOC(=O)C1=C(C)Nc2ccccc2S1	2	0.4	2	-3	-2	7	0.7	-7	/
CC(C)C(C(=O)Nc1ccc(S(N)(=O)=O)cc1)N1C(=O)c2ccccc2C1=O (configuration not stated)	-4	2.7	8	3	-6	4	0.6	-1	-3
O=C(N/N=C/c1ccc(O)c(O)c1)C1c2ccccc2Oc2ccccc21	8	-0.5	-14	24	-16	14	-0.1	26	-3
CC(C)=NNC1=NC(C)(C)Cc2ccccc21	0	-1.2	10	9	-4	9	-0.8	8	/
CCCn1c(CCC(=O)O)ccc1-c1ccc(OC)cc1	-15	-0.4	-12	26	27	16	0.3	-2	1
CCn1c(SCC(=O)c2ccc(C)cc2)nnc1-c1ccoc1C	17[fluorescence artefact?]	-0.9	-15	-5	-40	5	-1.0	-13	6
O=C1CC(c2ccccc2)CC(O)=C1C=Nc1ccccc1O (configuration not stated)	-12	1.7	-21	/	-8	5	0.5	14	5
N#Cc1cccc(N=Cc2c(O)ccc3ccccc23)c1	20[fluorescence artefact?]	1.5	5	25	-15	7	0.3	1	0
O=C(CSc1nc2[nH]ncc2c(=O)[nH]1)NCCc1ccccc1	-8	-1.2	-9	-11	25	5	0.9	12	2
O=C(Oc1c(CN2CCOCC2)cc(Cl)c2cccnc12)c1ccccc1Br	-10	0.2	-33	0	49	8	0.2	-2	/
CC1=CC(C)(C)Nc2ccc(OC(=O)C(Cc3ccccc3)N3C(=O)c4ccccc4C3=O)cc21 (configuration not stated)	13	1.2	28	-1	23	10	0.6	-5	1
NC(=O)CN1C(=O)C2C3c4ccccc4C(c4ccccc43)C2C1=O (configuration not stated)	1	0.0	-7	21	8	6	0.1	-16	0
O=C(NCc1ccco1)/C(=C/c1cccc(C(F)(F)F)c1)c1nc2ccccc2[nH]1	33[fluorescence artefact?]	-0.1	96*	-11	17	8	0.0	-15	3
CCSc1n[nH]c(=S)s1	3	0.7	0	-6	34	8	0.6	7	4
O=C(N/N=C1\CCCc2ccccc21)c1ccccc1[N+](=O)[O-]	-3	-0.3	17	0	-6	4	0.3	10	-4
CC1CCCC(NC(=O)COC(=O)/C=C/c2ccc3c(c2)OCO3)C1C (configuration not stated)	-1[fluorescence artefact?]	-0.7	98*	11	-13	2	-0.4	-19	3
CCn1cnc2sc(C(=O)Oc3ccc(Br)cc3)c(C)c2c1=O	-10	1.0	11	/	-19	26	0.1	-8	5
CC1(C)C(=O)Nc2ccccc2N1C(=O)CN1C(=O)NC(CCc2ccccc2)C1=O (configuration not stated)	-17	1.2	-1	21	-20	16	0.3	-6	15
CC1CCCN(CCC(=O)Nc2ccc(Br)cc2)C1 (configuration not stated)	-12	2.5	-23	23	-50&-33	13&12	0.9	-11	1
CCOC(=O)c1cccc(NC(=O)CNS(=O)(=O)c2cccs2)c1	12	-0.5	-8	7	-22	12	-0.8	-18	5
CN(C(=O)CSc1nnc(-c2ccc(Cl)cc2)n1CC1CCCO1)C1CCS(=O)(=O)C1 (configuration not stated)	-4	0.3	-5	7	9	8	-1.4	-4	3
COc1cc(OC)c(CNC2CCCCCC2)cc1Br	10	-0.9	-7	-8	-7	2	0.3	6	5
CC(OC(=O)c1snc(C(=O)NC2CCCCC2)c1N)C(=O)NC(C)(C)C (configuration not stated)	3	3.1	35	30	-40	14	1.2	-1	-6

High-throughput results (PubChem)
